Screening data (PubChem BioAssay)
TNAP inhibition: human TNAP enzyme inhibitors, biochemical, luminescent (AID 518); 64,000 tested, 0.09% active; purified TNAP enzyme, luminescent substrate readout; higher % means a stronger effect; inhibition, % at 20 µM, or IC50 in µM where a hit was titrated; in the data active means a potency from the dose series; inactive means the rest, 99 in 100 with inhibition below about 22%;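 further: plate controls were vehicle for no effect and reference inhibitor for full effect; many of its hits are not listed in these tables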
HPDE-C7 viability: cytotoxicity in HPDE-C7 cells, cell-based, fluorescence, HTS (AID 430). HPDE-C7 pancreatic duct cells viability, fluorescence; higher % means a stronger effect. 63,000 tested, 1.8% active. cytotoxicity, % at 10 µM; hits with a dose series show EC50 in µM;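 further: cells exposed to compound for 48 hours before viability readout; 0% = vehicle and 100% = reference cytotoxic drug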
LYP inhibition: LYP phosphatase inhibitors, primary screen, biochemical, DiFMUP fluorescence, recombinant catalytic domain, 10 µM (AID 606); inhibition, % at 10 µM, or IC50 in µM where a hit was titrated; recombinant LYP catalytic domain, DiFMUP fluorescence; higher % means a stronger effect; Tyrosine-protein phosphatase non-receptor type 22 (Homo sapiens); 52,000 tested, under 10 active;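 active means IC50 under 40 µM in the dose-response test; inactive means IC50 of 40 µM or more, or never dose-tested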
PMK inhibit: S. pneumoniae PMK inhibitors, primary screen, biochemical, mevalonate pathway, pilot trial included | phosphomevalonate kinase (Streptococcus pneumoniae D39) | purified PMK, PK/LDH-coupled NADH absorbance 340 nm | inhibition, % at 10 µM | AID 539, 2006 | 65,000 tested, 0.49% active;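 active means top-ranked compounds by inhibition in the single 10 µM screen, taking a fixed number of the strongest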;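 further: 0% = full reaction with DMSO carrier and 100% = background rate without enzyme reaction; no value below 0 was filed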
HT1080 cytotoxicity: cytotoxicity in HT1080 fibrosarcoma cells, cell-based, fluorescence readout (AID 620); HT1080 viability, fluorescence; higher % means a stronger effect; cytotoxicity, % at 10 µM; hits with a dose series show EC50 in µM; 87,000 tested, 0.42% active;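 further: cells exposed to compound overnight then 4 h with Alamar Blue; 0% = vehicle DMSO and 100% = killing control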
Spn MK inh: S. pneumoniae MK inhibitors, primary screen, biochemical, PK/LDH-coupled NADH absorbance. purified MK, PK/LDH-coupled NADH absorbance 340 nm. 65,000 tested, 0.48% active. inhibition, % at 10 µM;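 active means ranked among the strongest by inhibition in the single 10 µM screen, a fixed top-ranked set picked for dose follow-up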; further: no value below 0 was filed
Spn DPM-DC inh: S. pneumoniae DPM-DC inhibitors, primary screen, biochemical, PK/LDH-coupled NADH fluorescence | AID 556, 2006 | diphosphomevalonate decarboxylase (Streptococcus pneumoniae D39) | calls only at 10 µM | 65,000 tested, 0.49% active | purified DPM-DC;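 active means the 320 compounds with the highest percent inhibition in the single-dose primary screen, excluding strongly autofluorescent ones, cut at about 32% in these data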;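 further: kinetic rate of NADH fluorescence loss reporting ADP formed by the decarboxylase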
KRASV12 cytotoxicity: cytotoxicity in KRAS-transformed pancreatic duct cells, primary screen, cell-based, fluorescence, HTS (AID 431). one-dose cytotoxicity, % at 10 µM; EC50 in µM for titrated hits. 63,000 tested, 1.7% active. HPDE-C7K KRASV12 cells, Alamar Blue viability, 48 h; higher % means a stronger effect;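 active means compounds whose percent cytotoxicity in the single-dose primary screen, scaled between solvent and toxic-drug controls, exceeds 50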;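 further: 0% = DMSO solvent wells and 100% = doxorubicin-treated wells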
Bfl-1 inhibitors: Bfl-1 inhibitors, primary screen, biochemical, fluorescence polarization, FITC-Bid, mouse (AID 432). FITC-Bid BH3 peptide fluorescence polarization displacement; higher % means a stronger effect. Bcl-2-related protein A1 (Mus musculus). 64,000 tested, 0.02% active. displacement, % at 20 µM; hits with a dose series show IC50 in µM; in the data active means a potency from the dose series; inactive means the rest, 99 in 100 with displacement below about 15%; further: strong numbers were not always called active
PMK inhibit pilot replicates: second read-out of PMK inhibit, no call of its own (marks repeat the call); inhibition, %; measured here: pilot screen replicates
Spn MK inh pilot replicates: recorded beside Spn MK inh, whose call it bears; inhibition, %; measured here: pilot screen replicates
Spn DPM-DC inh pilot screen %: further read-out of Spn DPM-DC inh, marked with its call; inhibition, %; measured here: pilot screen trials
* marks the source's active call; other numbers are inactive results; i = inactive; / = no result given; + = active, no number. Unless noted, no stated cut-off is given here; in the data, active means cytotoxicity above about 50%; inactive means the rest. The order is random; 3.5% or so of the library scored in one or more.

SMILES | TNAP inhibition | HPDE-C7 viability | LYP inhibition | PMK inhibit | HT1080 cytotoxicity | Spn MK inh | Spn DPM-DC inh | KRASV12 cytotoxicity | Bfl-1 inhibitors | others
Cn1cnnc1SCC(=O)N1c2ccccc2-c2c(ssc2=S)C1(C)C | 11% | -14% | 5% | 17 | 0% | 0 | i | -12% | 1%
COc1ccccc1C(c1nnnn1CS(=O)(=O)c1ccc(C)cc1)N1CCSCC1 (stereo not drawn) | 7% | -10% | 5% | 10 | -8% | 0 | i | -16% | -1%
Cc1cc(C)n(C(=O)c2ccc(S(=O)(=O)NCC3CCCO3)cc2)n1 (stereo not drawn) | 8% | 0% | -1% | 8 | 2% | 10 | i | -1% | 0%
CC(C)(O)P(C)(=O)c1ccccc1 (stereo not drawn) | 7% | 1% | 9% | 14 | 6% | 7 | + | 10% | 0%
COc1ccccc1C1c2c(oc3ccc(Cl)cc3c2=O)C(=O)N1c1cc(C)on1 (stereo not drawn) | 10% | -14% | 11% | 0 | 18% | 3 | i | -24% | 6% | PMK inhibit pilot replicates=0.5;Spn MK inh pilot replicates=0.0;Spn DPM-DC inh pilot screen %=6.5
O=C(CSc1nc2sc3c(c2c(=O)n1Cc1ccco1)CCC3)N1CCc2ccccc21 | 13% | -4% | 7% | 0 | 12% | 3 | i | 2% | -10%
Cn1c(Cn2c(=O)sc3ccccc32)nnc1SCc1ccc(F)cc1 | 6% | -3% | 4% | 8 | 0% | 4 | i | 2% | -2%
COc1ccccc1N=c1oc2c(OC)cccc2cc1C(=O)NCc1ccco1 | 16% | 10% | 7% | 3 | 18% | 8 | i | 12% | 0%
c1ccc(-c2noc(COc3ccc4c(c3)OCO4)n2)cc1 | 11% | 1% | / | 17 | 0% | 0 | i | 0% | -7%
CC(=O)N(c1ccc2oc(=O)sc2c1)S(=O)(=O)c1cccs1 | 15% | 3% | / | 15 | -7% | 2 | i | 15% | -4%
CC1(C)OC(=O)C(=CNn2cnc3ccccc3c2=O)C(=O)O1 | -2% | -7% | 18% | 12 | 0% | 11 | i | 3% | -7%
CC(=O)Oc1ccc2occ(C(=O)c3cccs3)c2c1 | 16% | -13% | 11% | 0 | -3% | 3 | i | -8% | 7%
COc1ccc(CN(C(=O)c2oc3ccccc3c2C)C2CCS(=O)(=O)C2)cc1 (stereo not drawn) | 7% | -1% | 0% | 0 | 1% | 4 | i | 8% | -3% | PMK inhibit pilot replicates=3.0;Spn MK inh pilot replicates=2.0;Spn DPM-DC inh pilot screen %=0.5
Fc1ccc(Cn2nnnc2CN2CCc3ccccc3C2)cc1 | 2% | -13% | 11% | 0 | 11% | 11 | i | -15% | -9%
Cc1nc(SCc2c(F)cccc2Cl)n[nH]1 | 28% | 2% | -5% | 11 | 13% | 8 | i | -7% | -3%
O=C(CCNC(=O)Cn1ccc2ccccc2c1=O)NCCN1CCc2ccccc2C1 | 13% | -2% | / | 9 | 5% | 0 | i | 2% | -8% | PMK inhibit pilot replicates=1.0;Spn MK inh pilot replicates=3.0;Spn DPM-DC inh pilot screen %=3.5
Cn1cc(Cl)c(C(=O)NC2CCCC2)n1 | 12% | 0% | 8% | 12 | -6% | 0 | i | -1% | -5% | PMK inhibit pilot replicates=3.0;Spn MK inh pilot replicates=0.5;Spn DPM-DC inh pilot screen %=0.0
COC(=O)C(C)Sc1nnc(Cc2cc(=O)[nH]c(=O)[nH]2)n1-c1ccc(OC)cc1 (stereo not drawn) | 10% | -14% | 7% | 4 | -5% | 9 | i | -3% | -3%
CC1CC(C)CN(CCCNC(=O)CC2Oc3ccccc3NC2=O)C1 (stereo not drawn) | 12% | 8% | -6% | 0 | 0% | 7 | i | -1% | -1%
Nc1ncnc2oc(-c3ccco3)c(-c3ccco3)c12 | 2% | -10% | 56% | 3 | -2% | 15 | / | 2% | 15% | PMK inhibit pilot replicates=8.5;Spn MK inh pilot replicates=5.5
O=C(OCC(=O)N1CCCc2ccccc21)c1ccc(Br)o1 | 10% | 3% | -7% | 12 | 0% | 2 | i | -3% | -6%
COc1ccccc1N1CCN(CC(=O)Nc2ccc(C)c(F)c2)CC1 | 12% | 4% | / | 9 | -6% | 8 | i | -4% | -2%
CCn1nc(C)c(NC(=O)CSc2nnc(-c3ccco3)n2C)c1C | 9% | 2% | 12% | 5 | -1% | 8 | i | -6% | 4%
CNC(=O)CSc1nnc(CCc2ccccc2)n1-c1ccccc1 | -1% | -30% | -2% | 7 | 4% | 15 | i | -31% | -6%
CCOc1ccc(-n2c(SCC(=O)NCc3ccco3)nc3c([nH]c4ccccc43)c2=O)cc1 | / | / | 9% | 0 | 2% | 8 | i | / | /
Cc1noc(C)c1CSc1nnc2scc(-c3ccccc3)n12 | 2% | 2% | 12% | 13 | 5% | 5 | i | 5% | -2%
CCOC(=O)c1c(C)[nH]c(C(=O)COC(=O)c2ccc(N3CCCC3=O)cc2)c1C | 4% | -5% | -2% | 11 | -2% | 4 | i | -4% | 3%
N#Cc1ccc(NC(=O)N2CCC(c3nc4c(nnn4Cc4cccc(Cl)c4)c(=O)[nH]3)CC2)cc1 | 0% | -6% | 2% | 11 | -3% | 4 | i | -10% | -7%
COc1ccc(C(=O)NC2(C(F)(F)F)N=C3SCCN3C2=O)cc1 (stereo not drawn) | 4% | 3% | 96% | 1 | 1% | 4 | i | -7% | -4%
Cc1ccc2c(c1)NC(=O)C(CC(=O)Nc1ccc(CN3CCC(C)CC3)cc1)O2 (stereo not drawn) | 3% | -7% | 6% | 1 | 3% | 0 | i | 2% | -6%
COCCN(C(=O)C(F)(F)F)C(C(=O)NC1CCCCC1)c1ccco1 (stereo not drawn) | 11% | 10% | 8% | 12 | 5% | 4 | i | 5% | -11%
O=C(CSc1nnc(-c2ccccc2)o1)Nn1cnnc1 | 11% | -6% | -3% | 11 | -6% | 0 | i | -5% | -5%
CCn1nnc(-c2ccccc2NS(=O)(=O)c2ccc(S(=O)(=O)N3CCCCCC3)cc2)n1 | 11% | -13% | -11% | 12 | -5% | 3 | i | -12% | -11%
COc1cc2[nH]c(=O)n(CCCCCC(=O)N3CCN(c4ccccn4)CC3)c(=O)c2cc1OC | 9% | -13% | / | 1 | -4% | 11 | i | 1% | 7% | PMK inhibit pilot replicates=1.5;Spn MK inh pilot replicates=0.0;Spn DPM-DC inh pilot screen %=2.5
COc1ccccc1-c1cc(N)n[nH]1 | 9% | -9% | 10% | 17 | 18% | 5 | i | 1% | -6%
CN(C)c1ccc(C(=O)c2ccccc2C(=O)O)c(O)c1 | 6% | 0% | 17% | 24 | 42% | 0 | i | 4% | 0%
Cc1ccc(S(=O)(=O)N2CCC(C(=O)N[C@@H](C)C(=O)Nc3ccc4c(c3)OCO4)CC2)cc1 | 11% | -12% | / | 11 | 0% | 6 | i | -5% | 0%
COc1ccc(Br)cc1C(=O)O | 6% | 1% | 8% | 0 | 14% | 3 | i | -10% | -3%
Cc1cc(-n2c(SCC(=O)NCc3cccs3)nc3n[nH]c(C)c3c2=N)ccc1Cl | 15% | 1% | -11% | 19 | -3% | 0 | i | 2% | -10%
CCN(CC)CCCNC(=O)Cn1cc2c(n1)CCC(C)C2 (stereo not drawn) | 5% | -6% | -2% | 6 | 2% | 5 | i | 4% | -2%
COc1cccc(OC)c1C(=O)Nc1ccc(S(=O)(=O)Nc2cc(C)nc(C)n2)cc1 | 6% | -2% | 5% | 18 | 2% | 1 | i | 3% | -12%
CCOC(=O)N1CCN(C(=O)c2nc3ccccc3s2)CC1 | 11% | -17% | -9% | 6 | -1% | 6 | i | -6% | -7%
CCOC(=O)N1CCC(NC(=O)CCC(=O)N2CCOc3ccc(C)cc32)CC1 | 3% | -3% | -6% | 12 | 8% | 5 | i | -10% | 4%
Cn1c(=O)cc(OCCCC(=O)NCCN2CCN(c3ccccc3F)CC2)c2ccccc21 | 5% | -3% | -6% | 0 | -3% | 2 | i | 1% | 2%
CCOC(=O)c1c(C)[nH]c(C(=O)COC(=O)c2ccc(F)c(S(=O)(=O)N3CCOCC3)c2)c1C | 16% | 2% | 5% | 12 | 18% | 0 | i | 8% | 3% | PMK inhibit pilot replicates=1.0;Spn MK inh pilot replicates=0.0;Spn DPM-DC inh pilot screen %=0.0
CCOC(=O)N1CCN(S(=O)(=O)c2ccc(OC)c3ccccc23)CC1 | 8% | 13% | 1% | 12 | 3% | 5 | i | 22% | 0%
COc1ccccc1C(=O)Nc1ccc2c(c1)OCO2 | 10% | -20% | 11% | 0 | / | 7 | i | -14% | -7%

Compounds above that have a furan ring, fused or not, in the order listed:
SMILES | TNAP inhibition | HPDE-C7 viability | LYP inhibition | PMK inhibit | HT1080 cytotoxicity | Spn MK inh | Spn DPM-DC inh | KRASV12 cytotoxicity | Bfl-1 inhibitors | others
O=C(CSc1nc2sc3c(c2c(=O)n1Cc1ccco1)CCC3)N1CCc2ccccc21 | 13% | -4% | 7% | 0 | 12% | 3 | i | 2% | -10%
COc1ccccc1N=c1oc2c(OC)cccc2cc1C(=O)NCc1ccco1 | 16% | 10% | 7% | 3 | 18% | 8 | i | 12% | 0%
CC(=O)Oc1ccc2occ(C(=O)c3cccs3)c2c1 | 16% | -13% | 11% | 0 | -3% | 3 | i | -8% | 7%
COc1ccc(CN(C(=O)c2oc3ccccc3c2C)C2CCS(=O)(=O)C2)cc1 (stereo not drawn) | 7% | -1% | 0% | 0 | 1% | 4 | i | 8% | -3% | PMK inhibit pilot replicates=3.0;Spn MK inh pilot replicates=2.0;Spn DPM-DC inh pilot screen %=0.5
Nc1ncnc2oc(-c3ccco3)c(-c3ccco3)c12 | 2% | -10% | 56% | 3 | -2% | 15 | / | 2% | 15% | PMK inhibit pilot replicates=8.5;Spn MK inh pilot replicates=5.5
O=C(OCC(=O)N1CCCc2ccccc21)c1ccc(Br)o1 | 10% | 3% | -7% | 12 | 0% | 2 | i | -3% | -6%
CCn1nc(C)c(NC(=O)CSc2nnc(-c3ccco3)n2C)c1C | 9% | 2% | 12% | 5 | -1% | 8 | i | -6% | 4%
CCOc1ccc(-n2c(SCC(=O)NCc3ccco3)nc3c([nH]c4ccccc43)c2=O)cc1 | / | / | 9% | 0 | 2% | 8 | i | / | /
COCCN(C(=O)C(F)(F)F)C(C(=O)NC1CCCCC1)c1ccco1 (stereo not drawn) | 11% | 10% | 8% | 12 | 5% | 4 | i | 5% | -11%
